Compound activity: PubChem BioAssay, several laboratories
cytoskel mod – modifiers of F-actin cytoskeleton organization, primary screen, imaging, HUVEC, phalloidin staining, high-content imaging. HUVEC TNFa F-actin phalloidin imaging. inhibition, % at 2 µM. 91,000 compounds, 0.18% hits. AID 836, 2007;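 active means inhibition above the batch mean plus 3 SD and confirmed as a hit by visual image inspection, cut at about 30% in these data, passing the limit was not always enough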; further: strong numbers were not always called active
DAT uptake mod – changed hDAT dopamine uptake under cocaine IC80, either direction, primary screen, cocaine antagonist project, cell-based, LLC-PK1 hDAT, [14C]-dopamine uptake, MLSMR | LLC-PK1 hDAT cells, [14C]-dopamine uptake with cocaine IC80; actives deviate in either direction | AID 449768, 2010 | B-score at 10 µM | 110,000 compounds, 1.3% hits | Sodium-dependent dopamine transporter (Homo sapiens), Q01959;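 active means Z score or B-score, a plate-position-corrected score, falls beyond the plate's 99.7% confidence bounds, in either direction; inactive means both scores lie inside the 99.7% bounds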;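 further: scored against the spread of the other compound wells on the same plate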
VCAM1 TNFa inh – inhibitors of TNFa-induced VCAM1 expression, primary screen, imaging, HUVEC, TNFa stimulus, immunofluorescence; 95,000 compounds, 0.48% hits; HUVEC TNFa-induced VCAM-1 immunofluorescence, high-content imaging; inhibition, % at 2 µM;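 active means inhibition above the batch mean plus 3 SD, with images confirmed as a hit by eye, cut at about 37% in these data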;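 further: 0% = TNF-stimulated DMSO wells and 100% = unstimulated control wells; not every result past the cut was called active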
HUVEC tox IL1B – cytotoxicity in IL-1B stimulated HUVEC, primary screen, cytotoxicity control for IL-1B NFkB translocation project, imaging, Hoechst nuclear count, IL-1B stimulus | HUVEC cell count loss | cell count reduction, % at 2 µM | 94,000 compounds, 0.41% hits | AID 845, 2007;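 active means cell count reduction more than 3 SD above the screen-wide mean, cut at about 70% in these data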;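 further: normalized per plate to untreated control cells as the no-loss baseline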
E coli WT exp – growth inhibitors of wild-type E. coli, primary screen, strain BW25113, expanded library, OD600 | growth inhibition, % at 100 µM | OD600 absorbance | 98,000 compounds, 0.15% hits | AID 710, 2007;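 active means growth inhibition above about 50% at one test dose, limit read from the data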;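 further: growth measured after 20 h incubation at 37 °C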
PLK1 inh – human PLK1 kinase inhibitors, primary screen, biochemical, TR-FRET; Serine/threonine-protein kinase PLK1 (Homo sapiens), P53350; recombinant PLK1 kinase, TR-FRET peptide phosphorylation; inhibition, % at 10 µM; 97,000 compounds, 0.53% hits; AID 619, 2007;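 active means inhibition of 50% or more in the single-concentration screen; inactive means inhibition below 50%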;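 further: 0% = DMSO max control and 100% = H-89 dihydrochloride min control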
Target sequence (P53350 whole entry, looked up): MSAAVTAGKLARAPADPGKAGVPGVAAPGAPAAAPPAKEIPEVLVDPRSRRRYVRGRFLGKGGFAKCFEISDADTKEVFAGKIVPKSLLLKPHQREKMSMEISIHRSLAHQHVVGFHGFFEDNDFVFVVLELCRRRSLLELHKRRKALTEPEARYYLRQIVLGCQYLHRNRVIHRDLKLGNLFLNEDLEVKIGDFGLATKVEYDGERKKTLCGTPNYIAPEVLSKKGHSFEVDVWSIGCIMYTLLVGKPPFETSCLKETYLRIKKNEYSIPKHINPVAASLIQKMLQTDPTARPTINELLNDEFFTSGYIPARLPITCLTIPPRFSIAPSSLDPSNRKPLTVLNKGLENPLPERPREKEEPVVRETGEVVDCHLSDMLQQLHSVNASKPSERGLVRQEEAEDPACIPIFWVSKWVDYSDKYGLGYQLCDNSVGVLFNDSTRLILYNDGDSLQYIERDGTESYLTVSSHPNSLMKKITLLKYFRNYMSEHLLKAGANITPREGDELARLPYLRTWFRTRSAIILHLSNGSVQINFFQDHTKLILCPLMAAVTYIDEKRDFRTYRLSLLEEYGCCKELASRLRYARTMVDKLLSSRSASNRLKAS
TNFa cytotox – cytotoxicity in TNFa-stimulated HUVEC, primary screen, cytotoxicity control for VCAM1 expression modulator project, imaging, Hoechst nuclei count; HUVEC TNFalpha-stimulated, Hoechst cell count; cell count reduction, % at 2 µM; 93,000 compounds, 0.17% hits; AID 848, 2007;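 active means cell count reduction exceeding the screen mean by over 5 SD, scaled to untreated wells per plate, cut at about 78% in these data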;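 further: cells counted after 24 h of TNF alpha exposure following the 1 h pretreatment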
sEH inhibitor – soluble epoxide hydrolase inhibitors, primary screen, biochemical, human sEH | Bifunctional epoxide hydrolase 2 (Homo sapiens), P34913 | recombinant human sEH enzymatic activity assay | inhibition, % at 2 µM | 91,000 compounds, 0.34% hits; in the data active means inhibition above about 80%; further: values of inactives mirror those of a sister screen read the other way; many of its hits are not listed in these tables
Plk1 PBD FP – Plk1 polo box domain binding inhibitors, primary screen, biochemical, fluorescence polarization. 97,000 compounds, 0.13% hits. inhibition, %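 (tested at about 20 µM)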. AID 693, 2007. Serine/threonine-protein kinase PLK1 (Homo sapiens), P53350. Plk1 PBD phosphopeptide binding; in the data active means inhibition above about 34%, passing the limit was not always enough
Numbers without * were called inactive; / = no result given.

Molecule	cytoskel mod	DAT uptake mod	VCAM1 TNFa inh	HUVEC tox IL1B	E coli WT exp	PLK1 inh	TNFa cytotox	sEH inhibitor	Plk1 PBD FP
CCOc1cc(C)nc(Oc2ccc(=O)[nH]n2)n1	-0.8	0.325	-2.0	5.2	-3.0	-6.3	-3.4	0.7	-10.8
O=C(COc1ncnc2sccc12)N1CCc2ccccc2C1	-15.4	-0.219	-3.4	18.3	6.0	-10.4	-16.8	-2.1	-29.9
O=C(CN1CCOCC1)Nc1nc(-c2ccc3c(c2)CCN3S(=O)(=O)c2ccccc2)cs1	-14.3	1.54	-6.2	-28.8	-10.0	-6.2	-24.9	-0.5	-15.5
O=C(CN1CCC(C(=O)c2ccc(Cl)cc2)CC1)Nc1ccc2c(c1)OCCO2	20.9	0.961	-5.7	-34.9	-2.0	-4.3	1.6	14.2	-21.2
N#CC1=C2SCN(Cc3ccco3)CN2C(=O)CC1c1ccccc1F (stereo unspecified)	-0.8	-1.53	7.6	-11.4	-13.0	-11.4	-11.6	-6.6	-15.7
O=C(NC(Cc1ccccc1)c1ccc2c(c1)OCCCO2)c1ccccc1F (stereo unspecified)	18.6	2.63*	6.3	-8.3	-8.0	-12.3	-12.9	-7.6	7.1
CCCCC(=O)N1CC2(C)CN(C(=O)CCCC)CC(C)(C1)C2=O	-29.6	0.0897	/	-7.4	1.0	-12.5	/	3.9	-0.8
Cc1cc2c(cc1C)CSC(c1ccccc1O)SC2	-3.7	0.703	12.9	-17.0	0.0	-26.9	-24.3	-6.2	-12.8
O=C(CSc1nc2ccc(Cl)cc2[nH]1)NCc1ccco1	-14.8	-0.697	13.1	18.4	11.0	-9.4	-13.5	7.5	15.5
Fc1ccccc1/C=N/n1cnnc1	4.6	-1.45	17.3	-16.8	2.0	-14.7	7.7	9.9	0.3
CCC(NC(=S)NCc1ccccc1)C(=O)O (stereo unspecified)	/	-0.617	1.6	12.0	0.0	-1.8	-24.8	-11.9	14.6
CCc1nnc(NC(=O)CSc2nc3cc4c(cc3cc2C)OCCO4)s1	-4.2	-0.213	3.5	-17.6	-5.0	-10.1	9.9	-0.9	-2.0
COc1ccc(Cl)cc1NC(=O)COC(=O)/C=C/c1c(C)nn(C2CCS(=O)(=O)C2)c1Cl (stereo unspecified)	8.9	1.72	-2.3	-5.0	-13.0	-6.2	-8.6	-4.8	-18.2
COc1ccccc1C(=O)N1CCCC(c2nc(-c3cc(OC)c(OC)c(OC)c3)no2)C1 (stereo unspecified)	3.5	0.935	-12.9	-17.0	7.0	-11.0	2.2	-19.9	7.6
CS(=O)(=O)N(CCc1ccccc1)CC(=O)Nc1ccc(OCc2ccccc2)cc1	-8.2	-0.745	-3.8	4.1	-9.0	-3.0	15.9	0.0	-4.3
COc1cccc(NC(=O)Cc2c(C(=O)O)[nH]c3ccccc23)c1	-13.3	-1.09	5.6	-15.6	2.0	-5.3	-14.8	4.9	-21.1
O=C(CN1C(=O)CCC1=O)Nc1ccc(S(=O)(=O)N2CCOCC2)cc1	/	/	/	-5.6	-3.0	-3.7	/	31.5	-3.6
COC(=O)c1ccccc1NC(=O)COC(=O)c1ccc(C)c(NC(=O)c2ccco2)c1	-23.9	0.933	0.0	-14.8	-5.0	-1.2	-4.9	1.7	-28.5
Cc1ccc(CC2CC(=O)N(c3ccc(Cl)cn3)C2=O)cc1 (stereo unspecified)	6.8	-0.829	12.5	-30.0	1.0	-9.8	-12.5	0.5	-3.9
CC(C)COc1ccc(-c2nn(-c3ccccc3)cc2C(=O)Nc2nccs2)cc1	-11.2	-0.106	4.9	-4.2	-16.0	29.1	1.9	-25.9	1.4
CCOC(=O)CSC1=Nc2ccccc2C2=NC(CC(=O)NCc3ccc4c(c3)OCO4)C(=O)N12 (stereo unspecified)	50.4	-0.0396	1.8	-11.7	-8.0	-10.0	-28.2	11.1	23.0
COc1ccc(CN2CN(C(C)C)CSC2=S)cc1	/	-0.655	8.7	-86.3	38.0	-4.6	-28.0	-12.5	-1.6
C=CCNC(=O)c1cc(Cl)ccc1Cl	21.0	-0.0451	16.7	-4.5	9.0	-5.4	19.4	-9.5	-5.9
O=C(Nc1ccc(-c2nc3cc(Cl)ccc3o2)cc1)C1CCCO1 (stereo unspecified)	-32.0	0.807	-34.5	0.0	/	-7.5	-42.6	-6.0	22.8
CCC(CC)C(=O)N(CCc1ccc(OC)cc1)Cc1nc2ccccc2c(=O)[nH]1	1.1	0.0444	8.7	-12.2	-5.0	-6.7	-23.3	-2.1	-0.7
CN(C)Cc1cn(CCC(=O)O)c2ccccc12	5.0	/	18.4	9.5	/	-6.6	-22.1	-2.8	-3.4
C=CCn1c(SCC(=O)Nc2ccc3c(c2)OCO3)nnc1-c1cc(Br)ccc1O	-20.8	-0.145	-7.2	-36.0	-3.0	-6.7	0.0	-0.2	-0.6
COc1ccc(N(CC(=O)N2CCCCCC2)S(=O)(=O)c2c(C)[nH]c(=O)[nH]c2=O)cc1	7.4	-1.94	7.1	-5.1	-5.0	-3.6	-24.5	6.4	-16.6
CC(Sc1ccccc1)C(=O)Nc1ccccc1C(=O)N1CCOCC1 (stereo unspecified)	5.8	-0.588	6.3	8.4	3.0	-1.2	-7.1	-2.6	-0.1
CCOc1cccc(OCCCCn2ccnc2)c1	-5.2	0.503	10.3	-2.8	7.0	-10.1	6.6	5.6	-11.4
Nc1ccccc1SCC(=O)N1CCc2ccccc21	7.3	0.942	19.2	-15.2	13.0	-6.1	-14.6	/	-19.4
CC(C)c1ccc(-c2nc(N3CCCCC3)[nH]c(=O)c2C#N)cc1	9.5	-0.239	-10.1	-21.9	-6.0	-18.1	-7.3	-16.0	-1.1
CCOC(=O)c1oc2ccccc2c1NC(=O)COC	11.5	0.064	-4.0	-7.8	5.0	-8.1	-14.8	2.1	-8.7
Cc1cccc2sc(NC(=O)CN(C)S(=O)(=O)c3ccc(Br)s3)nc12	-11.0	0.284	2.4	-14.9	-10.0	-2.7	1.3	7.0	9.2
Cc1sc2nc(CN(Cc3cccs3)C(=O)C3CC3)[nH]c(=O)c2c1C	13.0	-0.449	16.2	-11.3	2.0	-0.4	-1.1	5.2	22.9
NC(=O)c1nsc(C(=O)N(CC(=O)NCc2ccc3c(c2)OCO3)C2CCCC2)c1N	-4.4	-0.48	0.7	35.2	4.0	-4.3	-9.6	-18.9	7.6
COc1ccc(NC(=O)NCc2ccncc2)cc1	17.6	-0.306	2.4	-4.3	8.0	-5.7	15.4	-1.1	-12.6
CC1CN(c2oc(-c3ccccc3Cl)nc2C#N)CC(C)O1 (stereo unspecified)	-20.2	-0.196	2.2	-13.7	-9.0	0.1	-27.1	-13.6	8.1
Cc1[nH]ccc(=O)c1OCc1ccccc1	5.4	-1.76	4.3	-25.7	-5.0	-7.7	1.6	5.6	-9.4
CCc1ccc(Cn2nnc(C(=O)Nc3cccc(C)c3)c2N)cc1	6.6	0.941	-4.4	0.5	-4.0	-15.7	-20.4	/	-13.8

Full records, quoted from the list. Order of screens: cytoskel mod, DAT uptake mod, VCAM1 TNFa inh, HUVEC tox IL1B, E coli WT exp, PLK1 inh, TNFa cytotox, sEH inhibitor, Plk1 PBD FP
CC(C)c1ccc(-c2nc(N3CCCCC3)[nH]c(=O)c2C#N)cc1 in the list: 9.5, -0.239, -10.1, -21.9, -6.0, -18.1, -7.3, -16.0, -1.1
C=CCn1c(SCC(=O)Nc2ccc3c(c2)OCO3)nnc1-c1cc(Br)ccc1O in the list: -20.8, -0.145, -7.2, -36.0, -3.0, -6.7, 0.0, -0.2, -0.6

(further entries)
Molecule	cytoskel mod	DAT uptake mod	VCAM1 TNFa inh	HUVEC tox IL1B	E coli WT exp	PLK1 inh	TNFa cytotox	sEH inhibitor	Plk1 PBD FP
O=C(O)c1nc(-c2ccccc2)n(-c2ccc(Cl)cc2)n1	-8.6	0.447	16.9	-6.0	-2.0	-11.2	8.8	-11.1	0.1
O=C(c1cc(-c2ccc(Cl)cc2)n(-c2ccc(Cl)cc2)n1)N1CCOCC1	7.6	0.445	-11.7	-82.0	-4.0	-5.9	-23.8	-15.0	-19.4
O=C(NCc1ccc2c(c1)OCO2)c1cccc2c1C(=O)N(C1CCCCC1)C2	8.5	-0.42	10.5	-23.6	-3.0	-0.2	-18.8	0.5	-7.9
Cc1cc(Br)ccc1NC(=O)C1CCCO1 (stereo unspecified)	-0.7	0.762	-1.3	12.3	6.0	-10.8	13.5	8.2	9.6
CS(=O)(=O)N1CCN(C/C=C/c2ccccc2)CC1	/	0.0402	5.0	-0.9	-2.0	7.9	0.8	-4.3	46.5*
COc1ccc(OCCSc2nnc(CCNC(=O)c3ccc(Cl)c(Cl)c3)n2C)cc1	1.9	0.13	-18.9	-0.3	0.0	-3.0	-32.2	-7.9	-0.8
COc1ccc(-c2nc(C)ncc2N=Nc2ccccc2)cc1	-6.3	0.161	9.1	-15.2	-4.0	-5.7	4.0	5.0	2.1
Cc1nc2ccccc2c(=O)[nH]1	0.4	1.39	10.7	6.4	4.0	-6.8	18.0	-5.5	13.2
Cc1[nH]c(=O)[nH]c(=O)c1S(=O)(=O)N1CCCC(C(=O)NCc2ccco2)C1 (stereo unspecified)	13.3	0.709	10.2	19.2	6.0	-26.9	-31.0	0.8	11.3
Cn1cccc1C(=O)OCc1csc(-c2ccccc2)n1	-57.3	1.33	16.9	-15.2	-1.0	-13.1	-10.6	0.5	36.3
COc1ccccc1N(CN1CCCC1=O)C(=O)c1ccccc1F	18.8	-0.238	-5.1	-0.7	3.0	-3.9	-21.6	/	-19.2
O=C(Nc1cccc(Br)c1)c1ccn[nH]1	-11.9	0.0519	22.8	-32.1	9.0	-9.2	-27.3	/	-25.2
O=C(COC(=O)c1ccc(=O)n(Cc2ccccc2)n1)Nc1ccc2c(c1)OCCO2	20.8	-0.986	4.8	-7.3	-3.0	7.4	-26.1	/	7.9
Oc1ccc(N2CCN(C(c3ccncc3)c3nnnn3C3CCCC3)CC2)cc1 (stereo unspecified)	15.7	1.27	-8.4	13.4	-3.0	1.1	10.0	5.9	-12.3
Cc1ccccc1NC(=O)C1CCN(c2cc(-c3ccccc3)nc3ncnn23)CC1	-12.6	0.0246	9.7	-35.3	/	-13.5	/	0.5	19.9
Fc1ccc(NC(=S)NCc2ccccn2)cc1	4.0	-0.279	10.9	5.7	7.0	-10.9	12.1	0.9	8.8
CC(C)(C)c1ccc(-c2nc(-c3ccncc3)no2)cc1	-10.2	-0.184	7.5	-33.8	/	-0.2	4.8	-10.6	15.8
CCc1ccc(NC(=O)c2noc3c2CCc2ccccc2-3)cc1	/	-0.221	13.2	12.7	-1.0	-4.7	-21.5	-16.9	8.8
CCOC(=O)C(C)Oc1cccc2c(=O)n(CC(=O)Nc3ccc(OCC)cc3)ccc12 (stereo unspecified)	-5.6	0.559	24.0	21.5	-7.0	-10.5	8.8	-1.1	28.1
O=C(N/N=C/c1cc2c(cc1Cl)OCO2)c1ccccn1	-16.8	0.406	-1.4	-4.8	/	-2.9	-3.8	-21.3	-16.6
CC(=O)COc1ncn(-c2ccccc2)n1	-6.2	0.663	11.8	-26.8	-6.0	-17.5	-11.4	-10.2	12.9

This is a random part of the collection, and some 3.4% of all compounds hit somewhere here.
